# PPARg SRC-2 ag – agonists of SRC-2 recruitment by human PPARgamma; PPARgamma LBD-SRC-2 recruitment, biochemical; activation, % at 8 µM; hit rate 0.34% among 200,000; in the data active = activation above about 22%;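 note: 0% = vehicle and 100% = reference agonist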
# bIAP act – increases bovine intestinal alkaline phosphatase activity | purified bovine IAP, CDP-star luminescence, 30 min; active compounds read high; fold of DMSO-control signal, blank-subtracted | activation factor at 20 µM | hit rate 0.17% among 200,000;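 active = activation factor of 2 or more at 20 µM, a signal rise over negative controls twice the positive control's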
# bIAP inh – blocks bovine intestinal alkaline phosphatase activity; purified bovine IAP, CDP-star luminescence, 30 min; inhibition, % at 20 µM; 190,000 tested, under 10 active;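 active = over 50% inhibition of intestinal alkaline phosphatase at 20 µM in the single-dose screen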
#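 Incubation: 30 min reaction at room temperature / Material: purified bovine intestinal alkaline phosphatase (IAP) enzyme / Input: enzyme at 1/65,000,000 dilution / Dosing: 20 µM single dose / Signal: CDP-star luminescence signal / Reagent: CDP-star chemiluminescent phosphatase substrate, 30 µM final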
# PPARg SRC1 recr – PPARgamma-driven SRC-1 recruitment agonism; PPARgamma-SRC-1 coactivator recruitment biochemical assay; activation, % at 8 µM; hit rate 0.41% among 200,000; in the data active = activation above about 19%;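 note: 0% = DMSO and 100% = reference agonist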
# ROMK mod – modulators of human ROMK potassium channel. Tet-inducible ROMK, thallium flux fluorescence; actives lie on both sides. B-score at 10 µM. hit rate 2% among 130,000. AID 1918;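 active = signal ratio slope over the read window, or its plate-corrected B-score, at least 3 SD from the plate mean, either direction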;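 note: B-score of the F/F0 ratio slope over 7 to 12 s after thallium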
# S1P3 antag – blocks the human S1P3 receptor. Q99500. CHO S1P3 NFAT-BLA reporter, FRET fluorescence, antagonist mode. inhibition, % at 4.98 µM. hit rate 0.27% among 170,000. AID 485;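 active = inhibition above the plate cutoff, the mean inhibition of test wells on that plate plus 3 SD, cut at about 28% in these data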;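 note: cells challenged with S1P at its EC80 of 0.8 µM; blue over green emission ratio from cleaved BLA substrate after 4 h stimulation; 0% = S1P-stimulated wells and 100% = unstimulated DMSO-only wells; some compounds past the cut are filed as inactive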
# TLR4-MyD88 BLA – TLR4-MyD88 interaction inhibition in cells | HeLa CL3-4 TLR4/MyD88 BLA complementation, FRET ratio | hit rate 0.18% among 200,000 | AID 861 | inhibition, % at 8.4 µM | O00206+Q99836; in the data active = inhibition above about 25%;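 note: 0% = vehicle and 100% = reference inhibitor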
# Target sequence (O00206 whole entry, looked up): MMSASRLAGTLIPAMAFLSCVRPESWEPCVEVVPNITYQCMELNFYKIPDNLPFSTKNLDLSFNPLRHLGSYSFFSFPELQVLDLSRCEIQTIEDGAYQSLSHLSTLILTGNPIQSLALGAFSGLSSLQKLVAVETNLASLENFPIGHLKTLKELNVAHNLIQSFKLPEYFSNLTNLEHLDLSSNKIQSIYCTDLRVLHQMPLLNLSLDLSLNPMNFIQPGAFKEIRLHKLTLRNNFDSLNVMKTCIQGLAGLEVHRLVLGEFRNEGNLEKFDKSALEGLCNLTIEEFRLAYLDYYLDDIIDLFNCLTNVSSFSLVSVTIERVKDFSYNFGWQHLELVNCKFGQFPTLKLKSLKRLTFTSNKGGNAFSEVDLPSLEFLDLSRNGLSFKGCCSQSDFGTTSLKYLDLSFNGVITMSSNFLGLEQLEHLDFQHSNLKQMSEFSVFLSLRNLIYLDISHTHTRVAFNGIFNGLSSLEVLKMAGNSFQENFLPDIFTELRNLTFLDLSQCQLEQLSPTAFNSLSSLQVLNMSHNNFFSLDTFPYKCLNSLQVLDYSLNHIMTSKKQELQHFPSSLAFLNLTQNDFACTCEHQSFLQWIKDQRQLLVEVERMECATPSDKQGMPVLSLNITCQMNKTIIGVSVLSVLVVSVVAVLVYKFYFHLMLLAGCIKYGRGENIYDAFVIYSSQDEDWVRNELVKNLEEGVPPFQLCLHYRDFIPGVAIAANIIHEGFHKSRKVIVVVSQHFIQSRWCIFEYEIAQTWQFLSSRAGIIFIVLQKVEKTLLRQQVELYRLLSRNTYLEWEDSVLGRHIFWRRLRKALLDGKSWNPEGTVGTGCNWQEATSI
# Target sequence (Q99836 whole entry, looked up): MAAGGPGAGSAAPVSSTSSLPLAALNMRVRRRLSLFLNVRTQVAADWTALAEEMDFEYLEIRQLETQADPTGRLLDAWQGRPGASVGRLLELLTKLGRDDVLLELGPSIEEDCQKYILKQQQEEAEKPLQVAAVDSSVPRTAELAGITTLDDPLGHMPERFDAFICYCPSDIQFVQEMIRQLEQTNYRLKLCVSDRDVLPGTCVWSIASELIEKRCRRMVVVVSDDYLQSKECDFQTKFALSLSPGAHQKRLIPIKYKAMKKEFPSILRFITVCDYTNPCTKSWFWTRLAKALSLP
# Redox H2O2 prof – compounds producing H2O2 with reducing agent – biochemical, NIH compound library profiling, artefact control for MLSCN library redox annotation, primary screen | activation, % at 10 µM | DTT-dependent redox cycling H2O2, phenol red/HRP absorbance; 100% = 100 µM peroxide control, 0% = buffer | AID 878 | hit rate 0.03% among 200,000;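 active = activation of at least 50% relative to the plate's high and low controls in the primary single-dose screen; inactive = activation below 50%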;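 note: compound incubated with DTT at 0.8 mM final as the reducing agent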
# SRC2 TRFRET art – counter-screen for PPARgamma SRC-2 recruitment agonists: TR-FRET artefact | active compounds read high | TR-FRET ratio at 8 µM | hit rate 0.4% among 200,000 | AID 1049; in the data active = TR-FRET ratio above about 2000; note: inactives centre near 1500; reference of the scale not given here
# Lmaj promast – reduces viability of Leishmania major promastigotes. resazurin fluorescence viability. inhibition, % at 10 µM. hit rate 9% among 200,000. AID 1063; in the data active = inhibition above about 50%;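 note: promastigotes grown with compound for 44 hours at 28 °C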
# PPARg SRC3 recr – PPARgamma-driven SRC-3 recruitment agonism; P37231; biochemical PPARgamma/SRC-3 coactivator recruitment assay; activation, % at 8 µM; hit rate 0.26% among 200,000; AID 731; in the data active = activation above about 23%;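 note: 0% = DMSO and 100% = reference agonist; some compounds past the cut are filed as inactive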
# Numbers without * were called inactive; nt = no result given. Outcome played no part in choosing rows; 11% or so of the library scored in one or more.
SMILES,PPARg SRC-2 ag,bIAP act,bIAP inh,PPARg SRC1 recr,ROMK mod,S1P3 antag,TLR4-MyD88 BLA,Redox H2O2 prof,SRC2 TRFRET art,Lmaj promast,PPARg SRC3 recr
CN1CCN(Cc2ccc(OCc3ccccc3)cc2)CC1,1,0.9,5,0,nt,6,6,-1.2,1323,95*,0
COc1cc2[nH]c(=S)n(CCCN3CCOCC3)c(=O)c2cc1OC,2,1,-1,0,2.7,14,0,2.2,1566,5,11
COc1cccc(OCC(=O)Nc2ccccc2-c2ccccc2)c1,6,1.1,-8,-3,-0.11,-9,-4,0.1,1439,-1,5
Cc1ccc(N2NC(=O)/C(=C/C=C/c3ccco3)C2=O)cc1C,0,0.7,32,8,-0.34,-2,-6,-0.9,1643,15,5
O=c1sc(Nc2ccccc2)nc2ccccc12,-2,1,-1,1,-0.55,-6,-4,-0.2,1507,-6,1
COc1ccccc1N1CCN(Cc2cccc(OC)c2OC)CC1,4,1,5,2,-0.5,8,0,-0.5,1733,-4,0
Cc1ccc(CCCOC(=O)C[N+]2(C)CCCCC2)cc1,4,1,-1,-1,-0.11,-2,5,-0.1,1632,-3,-1
O=C(O)c1ccc(NC(=O)C2C3CCC(C3)C2C(=O)O)cc1 (stereo not drawn),-10,1,0,12,-0.26,-19,-4,2.1,1476,-8,-5
C[C@]1(C(=O)NCCN2CCOCC2)C=C[C@@H](Cc2ccccc2)N1C(=O)c1ccccc1,-1,1,-3,-6,1.5,-16,-4,0.6,1446,-4,-1
COc1cc2c(cc1OC)C1C/C(=N\O)C(CC(C)C)CN1CC2 (stereo not drawn),1,1,-2,2,nt,nt,-10,2.0,1638,4,1
O=C(Nc1cccc(C(F)(F)F)c1)C(SCCO)c1ccccc1 (stereo not drawn),-1,1.3,-25,4,nt,17,2,0.2,1634,-4,1
COc1ccc(C(=O)NC(NC(=O)c2ccc(OC)c(OC)c2)c2ccccc2F)cc1OC,-2,1.1,-11,2,-0.13,6,9,1.0,1419,-3,-7
COC(=O)c1cc(C(=O)Nc2nnc(CC(C)C)s2)cc([N+](=O)[O-])c1,7,1,3,2,0.11,2,11,-0.2,1649,-7,0
CCCC(NS(=O)(=O)c1ccc(C)cc1)C(=O)O (stereo not drawn),3,1,4,4,0.17,nt,-3,0.1,1427,-5,7
COc1cc(C(=O)N2CCN(C(=O)COc3ccc4ccccc4c3)CC2)cc(OC)c1OC,2,1.1,-9,5,nt,2,-11,3.3,1345,-4,-6

# 3 compounds out of the list above, sorted by the value under PPARg SRC-2 ag, low to high:
SMILES	PPARg SRC-2 ag	bIAP act	bIAP inh	PPARg SRC1 recr	ROMK mod	S1P3 antag	TLR4-MyD88 BLA	Redox H2O2 prof	PPARg SRC3 recr
C[C@]1(C(=O)NCCN2CCOCC2)C=C[C@@H](Cc2ccccc2)N1C(=O)c1ccccc1	-1	1	-3	-6	1.5	-16	-4	0.6	-1
COc1cc(C(=O)N2CCN(C(=O)COc3ccc4ccccc4c3)CC2)cc(OC)c1OC	2	1.1	-9	5	nt	2	-11	3.3	-6
COc1ccccc1N1CCN(Cc2cccc(OC)c2OC)CC1	4	1	5	2	-0.5	8	0	-0.5	0

# 2 of the compounds above, with values under each structure:
# Second line of a record – PPARg SRC-2 ag, bIAP act, bIAP inh, PPARg SRC1 recr, ROMK mod, S1P3 antag, TLR4-MyD88 BLA, Redox H2O2 prof, SRC2 TRFRET art, Lmaj promast, PPARg SRC3 recr
COc1ccc(C(=O)NC(NC(=O)c2ccc(OC)c(OC)c2)c2ccccc2F)cc1OC
    -2, 1.1, -11, 2, -0.13, 6, 9, 1.0, 1419, -3, -7
Cc1ccc(N2NC(=O)/C(=C/C=C/c3ccco3)C2=O)cc1C
    0, 0.7, 32, 8, -0.34, -2, -6, -0.9, 1643, 15, 5

# (listing goes on)
SMILES,PPARg SRC-2 ag,bIAP act,bIAP inh,PPARg SRC1 recr,ROMK mod,S1P3 antag,TLR4-MyD88 BLA,Redox H2O2 prof,SRC2 TRFRET art,Lmaj promast,PPARg SRC3 recr
COc1cc(/C=C/C(=O)O)cc(S(=O)(=O)Nc2cccc(SC)c2)c1OC,-1,0.6,40,0,-0.00061,4,1,-0.1,1572,-1,1
Cc1cc(S(=O)(=O)NCC(C)C)ccc1OCC(=O)NCc1ccco1,4,0.9,13,1,nt,-9,5,-1.0,1603,0,4
c1ccc(Cc2nc(-c3ccccn3)no2)cc1,10,1.1,-11,-5,1.2,-69,10,0.5,1498,-8,-4
CCOc1ccc(-c2nnn(CC(=O)NCc3ccc4c(c3)OCO4)n2)cc1,7,1,3,-2,1.4,nt,0,0.8,1418,-6,11
COC(=O)CN1C(=O)C(O)(CC(=O)c2ccc(Cl)cc2)c2ccccc21 (stereo not drawn),5,0.9,10,1,nt,-8,-6,-0.2,1655,-14,0
CNc1nc(OCC#N)nc(N2CCCCC2)n1,2,1.1,-12,7,-0.047,-5,2,-0.2,1766,2,0
CCC1SC2=NCCN2C1(O)c1ccc(Cl)cc1 (stereo not drawn),7,0.8,21,1,nt,-14,10,2.0,1509,0,-5
O=C(Cn1cnc2c(oc3ccccc32)c1=O)NCc1ccco1,3,0.9,8,2,nt,nt,6,0.7,1652,-2,9
CCOC(=O)Cn1c(=NC(=O)c2cc(-c3cccs3)nc3ccccc23)sc2cc(S(N)(=O)=O)ccc21,7,0.9,7,11,0.84,-7,1,-0.2,1552,0,6
O=C(COc1ccccc1Cl)Nc1cc(Cl)ccc1O,5,0.8,23,-1,-0.0013,-8,2,-1.2,1593,-9,4
CC1CCCCC12NC(=O)N(CC(=O)c1ccc[nH]1)C2=O (stereo not drawn),-3,0.9,8,7,-0.039,-26,6,-1.3,1521,-1,-9
Cc1ccccc1Cc1c(C)nc2c(C(=O)N3CCN(Cc4ccc5c(c4)OCO5)CC3)cnn2c1C,4,nt,nt,0,-5.3*,-14,1,1.0,1464,19,16
O=c1[nH]c(Cc2ccc(F)cc2)nc2scc(-c3ccc(F)cc3)c12,1,1.2,-23,4,nt,-8,4,-0.3,1582,24,4
CCOC(=O)c1[nH]c2ccc(OC)cc2c1NC(=S)N1CCN(c2ccccc2)CC1,1,0.9,6,-7,nt,-4,-6,0.3,1475,77*,5
Cc1cccc(-c2nnc3n2N=C(c2ccccc2Br)CS3)c1,7,0.8,16,-1,nt,16,0,0.7,1705,-3,0
CCCC(=O)Nc1nc2ccc(S(=O)(=O)N3CCCCC3)cc2s1,-1,0.9,10,8,nt,9,11,-2.7,1592,2,-4
O=C(/C=C/c1ccccc1)NC(=S)N1CCSCC1,11,0.9,7,0,-0.48,-11,13,0.1,1539,-7,0
CCCS(=O)(=O)N1CCC(C(=O)NCc2ccco2)CC1,1,1,0,-3,nt,-6,0,3.1,1240,0,-5
Cc1cc(NC(=O)c2ccc(Cl)cc2)c(C)cc1O,0,1.1,-7,-7,0.074,-4,-2,-0.6,1402,8,0
CCCCCNC(=O)CCn1c(=O)oc2ccccc21,-1,0.8,24,4,nt,-16,-7,2.0,1511,0,-6
CC(=O)Nc1nnc(Cc2ccccc2)s1,2,0.9,5,-1,0.019,-5,-1,3.4,1427,-4,-7
CCOC(=O)c1ccc(S(=O)(=O)Nc2ccccc2-c2nnn(CC)n2)cc1,-8,1,1,-14,nt,5,3,-2.4,1360,-2,-9
Cc1nnc(SCCn2c(N3CCN(C)CC3)nc3c2c(=O)n(C)c(=O)n3C)s1,-1,1,4,2,-0.37,-1,5,-0.1,1292,12,-7
Cc1cc(NC(=O)/C(C#N)=C/c2ccc(-c3cccc(C(F)(F)F)c3)o2)n(-c2ccccc2)n1,8,0.8,18,4,nt,-10,-8,0.5,1497,-3,4
CC(C)n1nnnc1SCC(=O)N1CCN(C(=O)c2ccco2)CC1,5,0.9,14,0,nt,nt,-5,2.2,1572,-4,4
N=C1C(c2nc3ccccc3s2)=C(O)CN1CCCO,4,1.3,-30,7,-0.99,-14,-6,1.1,1334,23,-4
O=C(COc1ccc(-c2nnc(N3CCCCC3)c3ccccc23)cc1)N1CCCCC1,6,0.9,15,5,-3.2*,nt,3,0.9,1407,-3,1
COc1cccc(CN2CCN(Cc3c(C)nn(C(C)C)c3C)CC2CCO)c1 (stereo not drawn),0,1.2,-20,5,-0.067,5,8,0.6,1577,-4,5
COC(=O)c1sc2nc(N3CCCCC3)c3c(c2c1N)CC(C)(C)N(C)C3,4,nt,nt,-7,nt,nt,-8,0.9,1573,7,-2
CCOC(=O)/C(C#N)=C/c1cc2ccccc2nc1Cl,4,1,3,10,nt,nt,-6,9.0,1667,4,5
O=C(Nc1nnc(Cc2ccccc2)s1)c1cccnc1,1,1,0,2,nt,-18,8,-0.1,1732,-6,3
CC(C)(C)Sc1nc(O)cc(=O)[nH]1,3,1,4,8,nt,0,-7,0.5,1546,0,10
CC1CCc2c(sc(NC(=O)COC(=O)c3ccccc3NCc3ccco3)c2C#N)C1 (stereo not drawn),10,0.9,15,1,0.53,nt,-10,0.0,1652,-6,12
Cc1ccccc1-c1nc(CN2CCSCC2)c(C)o1,0,1,-2,-8,-0.48,-2,-1,-0.3,1416,-1,-2
O=C(CCC1CCCC1)N1CCN(C2CCCC2)CC1,3,1,3,-2,nt,-4,-14,-2.2,1463,94*,-3
COc1ccc(CN2CCNC(=O)C2CC(=O)NCCC2=CCCCC2)cc1OC (stereo not drawn),-1,1.1,-13,5,-1.3,1,9,0.4,1570,-5,-2
COc1cccc(NC(=O)COC(=O)c2cc(S(=O)(=O)N3CCOCC3)ccc2C)c1,5,1,1,8,-1.1,nt,-7,0.1,1629,45,8
Cc1nnc(SCC(=O)NCC2CCCCC2)n(N)c1=O,-12,1,3,0,nt,nt,3,2.7,1383,-2,4
Cc1cc(NC(=O)COC(=O)c2ccco2)no1,2,1,0,2,-0.052,-11,7,-0.2,1710,0,6
NC(N)=NS(=O)(=O)c1ccc(N)cc1,6,1,3,5,nt,-4,-9,0.8,1556,-1,-1
COc1ccccc1OCc1ccc(C(=O)NCC(C)C)o1,8,1.1,-8,1,-0.019,6,-12,-0.1,1618,-7,4
O=C(c1cc2c(s1)CCCC2)N1CCN(Cc2ccc3c(c2)OCO3)CC1,-4,1,4,-2,nt,7,-7,1.8,1463,94*,4
CCOc1c(Cl)cc(/C=N/O)cc1OC,4,0.9,10,-3,-0.11,nt,6,0.7,1318,-1,1
Cc1cc(OCc2nn[nH]n2)c2c(-c3ccccc3)cc(=O)oc2c1,8,0.9,6,8,nt,13,-10,0.8,1724,-15,-3

# Compound profiles, as listed above:
# Profile of `Cc1cc(NC(=O)COC(=O)c2ccco2)no1` = PPARg SRC-2 ag: 2; bIAP act: 1; bIAP inh: 0; PPARg SRC1 recr: 2; ROMK mod: -0.052; S1P3 antag: -11; TLR4-MyD88 BLA: 7; Redox H2O2 prof: -0.2; SRC2 TRFRET art: 1710; Lmaj promast: 0; PPARg SRC3 recr: 6
# Profile of `CCOc1c(Cl)cc(/C=N/O)cc1OC` = PPARg SRC-2 ag: 4; bIAP act: 0.9; bIAP inh: 10; PPARg SRC1 recr: -3; ROMK mod: -0.11; S1P3 antag: nt; TLR4-MyD88 BLA: 6; Redox H2O2 prof: 0.7; SRC2 TRFRET art: 1318; Lmaj promast: -1; PPARg SRC3 recr: 1

# Screening data as filed in PubChem BioAssay.
